HRas wt GTP bind = modulators of GTP binding to human HRas wildtype; GTP binding activity, % at 10 µM; AID 759; 190,000 compounds, 0.14% hits; P01112; GST-Ras wt beads, Bodipy-FL-GTP binding, flow cytometry; actives lie on both sides;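 active = GTP binding activity at least 20% away from the 100% baseline, either lowered as inhibitor or raised as activator; inconclusive = flagged as likely green fluorescent, judged across all proteins in the well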;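 also: 0% = unlabeled GTP competition control and 100% = no-compound control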
Rac1 wt GTP bind = human Rac1 wildtype GTP binding, inhibitors and activators; AID 757; GTP binding activity (% of control), % at 10 µM; GST-Rac1 beads, fluorescent GTP binding, flow cytometry; actives lie on both sides; 0 = cold GTP competed, 100 = untreated; 190,000 compounds, 0.27% hits;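 active = GTP binding activity at least 20 points away from the 100% control level, either lower or higher; inconclusive = compound flagged as likely green fluorescent, judged across all proteins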
ABCG2 block = human ABCG2 inhibition, ABCB1 as counter-screen | inhibition, % at 6.6 µM | IgMXP3 cells, JC-1 efflux, flow cytometry | 190,000 compounds, 0.1% hits;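 active = inhibition above 80%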;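 also: 0% = DMSO and 100% = nicardipine control wells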
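Test system: IgMXP3 (ABCG2) plus far-red-tagged CCRF-Adr (ABCB1) cells. Reagent: JC-1 dye as substrate. Timing: 10 min exposure at 25 °C with rotation, no wash. Measured by: flow cytometric JC-1 green MFI at 530 nm. Read-out: percent efflux inhibition, scaled nicardipine 100% to DMSO 0%. Control set: nicardipine and DMSO wells.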
Rac1 act GTP bind = human Rac1 activated mutant GTP binding change | P63000 | GST-Rac1 activated beads, fluorescent GTP binding, flow cytometry; actives lie on both sides; 100% means binding = to untreated wells | percent activity (GTP binding), % at 10 µM | 190,000 compounds, 0.11% hits | AID 764;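 active = GTP binding at least 20 percentage points away from the 100% baseline, in either direction, so actives lie on both sides; inconclusive = Compound likely fluorescent itself, or too few beads counted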
Cdc42 wt = human Cdc42 wildtype GTP binding change, either direction | P60953 | 190,000 compounds, 0.2% hits | GST-Cdc42 beads, Bodipy-GTP binding, flow cytometry; actives lie on both sides | percent activity (GTP binding), % at 10 µM;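 active = percent activity GTP binding at least 20 points away from the 100% baseline, either down as inhibitor or up as activator; inconclusive = compound flagged as likely green fluorescent from well-wide comparison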;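 also: median bead fluorescence of bound Bodipy-FL-GTP at 100 nM; 0% = excess unlabeled GTP control and 100% = no compound control; below 100% means less GTP binding so inhibitor and above means activator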
Avidin fluor = avidin bead compound fluorescence profile. Avidin beads, compound fluorescence 488/530 nm, flow cytometry; hits give high values. fluorescence (KMESF) at 10 µM. 220,000 compounds, 0.38% hits; in the data active = fluorescence above about 47; also: inactives centre near 10
Mcl1 Noxa PPI = disrupts binding of human Mcl-1 to Noxa peptide; Q07820; TR-FRET Mcl-1/Noxa peptide binding, 2 h; inhibition, % at 21.7 µM; 220,000 compounds, 1.5% hits;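 active = compounds that cut the protein-peptide binding signal by more than 50% relative to plate controls in a single-dose test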;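 also: His-tagged Mcl-1 with rhodamine Noxa BH3 peptide and terbium anti-His antibody; 0% = Mcl-1 plus Noxa peptide wells and 100% = peptide-only wells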
ABCB1 inh = human ABCB1 inhibition, ABCG2 as counter-screen. P08183. CCRF-Adr cells, JC-1 efflux, flow cytometry. inhibition, % at 6.6 µM. 190,000 compounds, 0.067% hits. AID 1326; in the data active = inhibition above about 40%;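 also: 0% = vehicle and 100% = reference inhibitor; higher value means more JC-1 retained so stronger ABCB1 efflux block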
Target sequence (P08183 whole entry, looked up): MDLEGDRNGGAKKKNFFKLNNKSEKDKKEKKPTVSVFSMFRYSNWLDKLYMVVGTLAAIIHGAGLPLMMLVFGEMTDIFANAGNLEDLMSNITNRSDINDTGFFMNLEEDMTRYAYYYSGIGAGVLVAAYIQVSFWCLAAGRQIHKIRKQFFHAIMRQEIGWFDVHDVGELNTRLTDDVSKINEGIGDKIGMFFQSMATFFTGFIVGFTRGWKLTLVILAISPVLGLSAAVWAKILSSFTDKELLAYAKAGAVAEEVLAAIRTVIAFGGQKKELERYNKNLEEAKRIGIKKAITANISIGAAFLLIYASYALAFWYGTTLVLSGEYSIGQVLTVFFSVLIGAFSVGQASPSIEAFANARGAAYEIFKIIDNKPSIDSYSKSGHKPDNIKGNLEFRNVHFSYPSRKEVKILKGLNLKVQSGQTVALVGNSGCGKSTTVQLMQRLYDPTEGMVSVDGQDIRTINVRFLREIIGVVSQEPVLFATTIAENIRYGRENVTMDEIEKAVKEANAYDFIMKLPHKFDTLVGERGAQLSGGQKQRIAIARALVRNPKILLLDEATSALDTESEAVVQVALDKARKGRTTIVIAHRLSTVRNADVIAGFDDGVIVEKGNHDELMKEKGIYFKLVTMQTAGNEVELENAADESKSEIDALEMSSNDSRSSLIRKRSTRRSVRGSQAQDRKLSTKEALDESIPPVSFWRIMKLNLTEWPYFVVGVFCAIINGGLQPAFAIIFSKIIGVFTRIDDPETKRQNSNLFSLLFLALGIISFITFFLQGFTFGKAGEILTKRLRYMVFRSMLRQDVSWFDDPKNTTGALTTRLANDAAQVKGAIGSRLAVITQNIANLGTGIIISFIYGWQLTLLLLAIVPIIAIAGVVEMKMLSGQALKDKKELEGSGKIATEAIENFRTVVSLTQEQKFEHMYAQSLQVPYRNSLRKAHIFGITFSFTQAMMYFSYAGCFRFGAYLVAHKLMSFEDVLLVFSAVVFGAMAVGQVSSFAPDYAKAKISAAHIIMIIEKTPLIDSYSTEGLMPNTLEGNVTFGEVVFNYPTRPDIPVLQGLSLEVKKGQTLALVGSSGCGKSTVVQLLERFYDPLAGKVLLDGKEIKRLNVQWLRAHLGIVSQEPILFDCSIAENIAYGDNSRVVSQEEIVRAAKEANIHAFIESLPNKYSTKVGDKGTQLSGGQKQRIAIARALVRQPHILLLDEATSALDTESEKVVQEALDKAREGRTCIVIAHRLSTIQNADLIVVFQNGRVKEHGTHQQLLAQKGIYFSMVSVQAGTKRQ
Rab7 wt modul = modulators of GTP binding to dog Rab7 wildtype GTPase | GST-Rab7 beads, fluorescent GTP binding, flow cytometry; actives lie on both sides; untreated = 100%, excess cold GTP = 0% | GTP binding activity (percent of control), % at 10 µM | 190,000 compounds, 0.055% hits | AID 758;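 active = fluorescent GTP binding to Rab7 beads changed by at least 20 points from the 100% baseline, either direction, mostly lower; inconclusive = compound itself probably fluorescent, or too few beads counted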;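 also: median green fluorescence of bound Bodipy-FL-GTP per Rab7 bead population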
Rab2A wt mod = changes GTP binding to wildtype dog Rab2A, up or down. AID 760. GTP binding activity, % at 10 µM. GST-Rab2 wt beads, Bodipy-GTP binding, flow cytometry. 190,000 compounds, 0.19% hits;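 active = GTP binding activity at least 20 points away from 100%, either lowered or raised; inconclusive = signal likely due to the compound's own green fluorescence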;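 also: 0% = beads with excess unlabeled GTP and 100% = no-compound control corrected for plate trend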
Pf gamet viab = kills late stage P. falciparum gametocytes. 150,000 compounds, 0.065% hits. P. falciparum stage V gametocytes, ATP luminescence, 24 h. inhibition, % at 10.9 µM;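 active = inhibition above the mean plus 3 SD of compounds within the control limits, set per campaign, cut at about 38% in these data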;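 also: 0% = DMSO wells and 100% = medium only without gametocytes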
* marks the source's active call; other numbers are inactive results; [ ] = dose if it differs, or a comment. Hits appear at their usual frequency, and some 2.3% of all compounds hit somewhere here.

Screening CCc1cc(/C(Cc2ccccn2)=N\O)c(O)cc1O returned HRas wt GTP bind 99, Rac1 wt GTP bind 99, ABCG2 block 2, Rac1 act GTP bind 97, Cdc42 wt 97, Avidin fluor 8, Mcl1 Noxa PPI -15, ABCB1 inh 0.5, Rab7 wt modul 96 and Rab2A wt mod 97.
For COC(=O)[C@@H]1CC[C@H](C)[C@@H](c2ccc(C)cc2)N1C(=O)c1ccc(/C=N/O[C@H](C)c2cn([C@@H]3COC[C@H]3O)nn2)cc1 the results were HRas wt GTP bind 99, Rac1 wt GTP bind 99, ABCG2 block 6, Rac1 act GTP bind 96, Cdc42 wt 97, Avidin fluor 7, Mcl1 Noxa PPI 23, ABCB1 inh 3.1, Rab7 wt modul 97 and Rab2A wt mod 97.
`COc1ccccc1N1CCN(C(=O)CCN2C(=O)c3cccc4cccc(c34)C2=O)CC1` gave HRas wt GTP bind 96, Rac1 wt GTP bind 98, ABCG2 block 8, Rac1 act GTP bind 95, Cdc42 wt 98, Avidin fluor 12, Mcl1 Noxa PPI -13, ABCB1 inh 1.7, Rab7 wt modul 97 and Rab2A wt mod 97.
Screening CCCNc1nc2c(c(=O)[nH]c(=O)n2C)n1CCc1ccccc1 returned HRas wt GTP bind 99, Rac1 wt GTP bind 103, ABCG2 block 3, Rac1 act GTP bind 101, Cdc42 wt 104, Avidin fluor 6, Mcl1 Noxa PPI 3, ABCB1 inh 0.1, Rab7 wt modul 98 and Rab2A wt mod 101.
`Nn1c(SCC(=O)Nc2ccc3c(c2)OCO3)nnc1C1CC1` gave HRas wt GTP bind 103, Rac1 wt GTP bind 105, ABCG2 block -2, Rac1 act GTP bind 101, Cdc42 wt 108, Avidin fluor 20, Mcl1 Noxa PPI 3, ABCB1 inh 0.0, Rab7 wt modul 98 and Rab2A wt mod 103.
Screening O=C(COC(=O)c1cc(-c2ccc(Cl)s2)nc2ccccc12)NCc1ccco1 returned HRas wt GTP bind 98, Rac1 wt GTP bind 102, ABCG2 block 1, Rac1 act GTP bind 98, Cdc42 wt 99, Avidin fluor 13, Mcl1 Noxa PPI -4, ABCB1 inh -0.9, Rab7 wt modul 102, Rab2A wt mod 99 and Pf gamet viab -8.
For O=C(/C=C/c1ccccc1)N1CCCN(C(=O)/C=C/c2ccccc2)CC1 the results were HRas wt GTP bind 106, Rac1 wt GTP bind 104, ABCG2 block 1, Rac1 act GTP bind 100, Cdc42 wt 107, Avidin fluor 8, Mcl1 Noxa PPI 23, ABCB1 inh 0.3, Rab7 wt modul 104, Rab2A wt mod 103 and Pf gamet viab 14.
For CCOC(=O)CCC(=O)Nc1ccccc1C(N)=O the results were HRas wt GTP bind 102, Rac1 wt GTP bind 103, ABCG2 block 0, Rac1 act GTP bind 97, Cdc42 wt 102, Avidin fluor 15, Mcl1 Noxa PPI -3, ABCB1 inh 8.8, Rab7 wt modul 98, Rab2A wt mod 101 and Pf gamet viab 8.
Screening O=C(CN1CCC(NC(=O)c2ccccc2F)CC1)Nc1ccc2c(c1)OCO2 returned HRas wt GTP bind 96, Rac1 wt GTP bind 100, ABCG2 block 1, Rac1 act GTP bind 95, Cdc42 wt 98, Avidin fluor 12, Mcl1 Noxa PPI 8, ABCB1 inh 0.4, Rab7 wt modul 97, Rab2A wt mod 99 and Pf gamet viab -7.
CCCCCN1CC(O)=C(c2nc(-c3ccc(Cl)cc3)cs2)C1=N was read as HRas wt GTP bind 98, Rac1 wt GTP bind 135*[activator], ABCG2 block 1, Rac1 act GTP bind 96, Cdc42 wt 92, Avidin fluor 10, Mcl1 Noxa PPI 18, ABCB1 inh -0.3, Rab7 wt modul 94 and Rab2A wt mod 99.
`CCOCCCNC(=O)c1c(-c2ccccc2)noc1C` gave HRas wt GTP bind 95, Rac1 wt GTP bind 99, ABCG2 block 0, Rac1 act GTP bind 100, Cdc42 wt 98, Avidin fluor 6, Mcl1 Noxa PPI 0, ABCB1 inh 0.1, Rab7 wt modul 91 and Rab2A wt mod 97.
Screening O=C(NCC1CCCO1)C1CCCN1C(=O)Nc1ccc(Cl)c(Cl)c1 (stereo not given) returned HRas wt GTP bind 99, Rac1 wt GTP bind 103, ABCG2 block 12, Rac1 act GTP bind 99, Cdc42 wt 102, Mcl1 Noxa PPI 18, ABCB1 inh -1.0, Rab7 wt modul 98, Rab2A wt mod 100 and Pf gamet viab -20.
CC(C)c1ccc(/C=N/NC(=O)c2cccc(S(=O)(=O)N3CCOCC3)c2)cc1 was read as HRas wt GTP bind 94, Rac1 wt GTP bind 90, ABCG2 block -1, Rac1 act GTP bind 94, Cdc42 wt 94, Avidin fluor 7, Mcl1 Noxa PPI 3, ABCB1 inh -0.6, Rab7 wt modul 98, Rab2A wt mod 96 and Pf gamet viab -26.
Screening CCc1ccc(S(=O)(=O)Nc2c(C)nn(C)c2C)cc1 returned HRas wt GTP bind 104, Rac1 wt GTP bind 99, ABCG2 block 2, Rac1 act GTP bind 98, Cdc42 wt 101, Avidin fluor 20, Mcl1 Noxa PPI 18, ABCB1 inh 0.7, Rab7 wt modul 105 and Rab2A wt mod 103.
O=C(O)/C=C\C(=O)Nc1ccc(OCc2ccccc2)cc1 was read as HRas wt GTP bind 96, Rac1 wt GTP bind 95, ABCG2 block 1, Rac1 act GTP bind 94, Cdc42 wt 95, Avidin fluor 21, Mcl1 Noxa PPI 4, ABCB1 inh 0.6, Rab7 wt modul 100 and Rab2A wt mod 97.
Screening CSc1nccc(Oc2cncc(Cl)c2)n1 returned HRas wt GTP bind 100, Rac1 wt GTP bind 104, ABCG2 block 39, Rac1 act GTP bind 100, Cdc42 wt 102, Avidin fluor 13, Mcl1 Noxa PPI 15, ABCB1 inh 0.4, Rab7 wt modul 103, Rab2A wt mod 101 and Pf gamet viab 10.
For Cc1nc(CN2CCC(c3ccccc3)CC2)cc(=O)[nH]1 the results were HRas wt GTP bind 98, Rac1 wt GTP bind 99, ABCG2 block 7, Rac1 act GTP bind 96, Cdc42 wt 98, Avidin fluor 11, Mcl1 Noxa PPI 18, ABCB1 inh 1.8, Rab7 wt modul 105, Rab2A wt mod 99 and Pf gamet viab -9.
For Cc1ccc(/C(O)=C/C(=O)C(=O)NNC(=O)C(O)(c2ccccc2)c2ccccc2)cc1 the results were HRas wt GTP bind 95, Rac1 wt GTP bind 96, ABCG2 block -4, Rac1 act GTP bind 94, Cdc42 wt 95, Avidin fluor 27, Mcl1 Noxa PPI -53, ABCB1 inh -0.6, Rab7 wt modul 102 and Rab2A wt mod 94.
Screening CCN(CC(=O)NCc1ccc(F)cc1)CC(O)COCc1cccc(OC)c1 (stereo not given) returned HRas wt GTP bind 97, Rac1 wt GTP bind 96, ABCG2 block 4, Rac1 act GTP bind 98, Cdc42 wt 98, Avidin fluor 18, Mcl1 Noxa PPI -4, ABCB1 inh 0.6, Rab7 wt modul 98 and Rab2A wt mod 98.
COc1ccccc1NC(CC(=O)c1ccccc1)C(=O)OCC(=O)c1ccc(Br)cc1 (stereo not given) was read as HRas wt GTP bind 97, Rac1 wt GTP bind 105, ABCG2 block 0, Rac1 act GTP bind 95, Cdc42 wt 99, Avidin fluor 6, Mcl1 Noxa PPI 18, ABCB1 inh -0.5, Rab7 wt modul 99, Rab2A wt mod 97 and Pf gamet viab -5.
For COc1cc(/C=c2/sc3nc(-c4ccccc4)c(-c4ccccc4)n3c2=O)cc(OC)c1OC the results were HRas wt GTP bind 105, Rac1 wt GTP bind 107, ABCG2 block 0, Rac1 act GTP bind 101, Cdc42 wt 105, Avidin fluor 16, Mcl1 Noxa PPI -1, ABCB1 inh 0.0, Rab7 wt modul 98, Rab2A wt mod 102 and Pf gamet viab -5.
Screening CSc1ccccc1NC(=O)CN1CCCCC1 returned HRas wt GTP bind 93, Rac1 wt GTP bind 92, ABCG2 block 1, Rac1 act GTP bind 94, Cdc42 wt 92, Avidin fluor 26, Mcl1 Noxa PPI -2, ABCB1 inh 0.2, Rab7 wt modul 95, Rab2A wt mod 95 and Pf gamet viab -18.
Cn1nc(C(=O)Nc2ccc(S(=O)(=O)N3CCCCC3)cc2)ccc1=O was read as HRas wt GTP bind 111, Rac1 wt GTP bind 114, ABCG2 block 4, Rac1 act GTP bind 103, Cdc42 wt 113, Avidin fluor 12, Mcl1 Noxa PPI 14, ABCB1 inh 0.8, Rab7 wt modul 104 and Rab2A wt mod 112.
For Cn1c(=O)c2ncn(CC(=O)N=Nc3c(O)[nH]c4ccccc34)c2n(C)c1=O the results were HRas wt GTP bind inconclusive, Rac1 wt GTP bind inconclusive, ABCG2 block 0, Rac1 act GTP bind inconclusive, Cdc42 wt inconclusive, Avidin fluor 23, Mcl1 Noxa PPI 1, ABCB1 inh 0.1, Rab7 wt modul inconclusive and Rab2A wt mod inconclusive.
`N=c1n(Cc2ccccc2)c2ccccc2n1CC(O)COc1ccccc1` (stereo not given) gave HRas wt GTP bind 100, Rac1 wt GTP bind 100, ABCG2 block 4, Rac1 act GTP bind 99, Cdc42 wt 102, Avidin fluor 18, Mcl1 Noxa PPI 19, ABCB1 inh 0.4, Rab7 wt modul 96, Rab2A wt mod 99 and Pf gamet viab -11.
`CC(C)C(c1nnnn1Cc1cccs1)N1CCN(c2ccccc2)CC1` (stereo not given) gave HRas wt GTP bind 101, Rac1 wt GTP bind 101, ABCG2 block 8, Rac1 act GTP bind 99, Cdc42 wt 102, Avidin fluor 7, Mcl1 Noxa PPI -12, ABCB1 inh 1.6, Rab7 wt modul 97 and Rab2A wt mod 98.
`COc1cc(NC(=O)c2cc3ccccc3o2)c(OC)cc1Br` gave HRas wt GTP bind inconclusive, Rac1 wt GTP bind inconclusive, ABCG2 block 3, Rac1 act GTP bind inconclusive, Cdc42 wt inconclusive, Avidin fluor 9, Mcl1 Noxa PPI 22, ABCB1 inh 0.3, Rab7 wt modul inconclusive and Rab2A wt mod inconclusive.
For Cc1nn(CC(=O)c2ccc(Cl)cc2Cl)c(C)[n+]1N the results were HRas wt GTP bind inconclusive, Rac1 wt GTP bind inconclusive, ABCG2 block -2, Rac1 act GTP bind inconclusive, Cdc42 wt inconclusive, Avidin fluor 17, Mcl1 Noxa PPI 16, ABCB1 inh -0.3, Rab7 wt modul inconclusive, Rab2A wt mod inconclusive and Pf gamet viab -1.
Screening NC(=O)C1CCN(C(=O)c2cc3n(n2)C(C(F)(F)F)CC(c2ccco2)N3)CC1 (stereo not given) returned HRas wt GTP bind 101, Rac1 wt GTP bind 103, ABCG2 block 1, Rac1 act GTP bind 99, Cdc42 wt 103, Avidin fluor 5, Mcl1 Noxa PPI 3, ABCB1 inh 0.4, Rab7 wt modul 97 and Rab2A wt mod 102.

Assay outcomes (PubChem)
